proCasp3 act: activators of human procaspase-3 D3A mutant, primary screen, biochemical, absorbance, PC-3 D3A mutant, single concentration; recombinant procaspase-3 D3A, Ac-DEVD-pNA absorbance 405 nm; Caspase-3 (Homo sapiens), P42574; AID 463141, 2010; activation, % at 8.5 µM; 330,000 compounds, 0.11% hits;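 active = activation above the mean of all tested compounds plus 3 SD, cut at about 21% in these data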;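 also: 0% = DMSO alone and 100% = DMSO wells spiked with extra 5 µM PC-3 D3A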
Target sequence (P42574 whole entry D9A/D28A/D175A): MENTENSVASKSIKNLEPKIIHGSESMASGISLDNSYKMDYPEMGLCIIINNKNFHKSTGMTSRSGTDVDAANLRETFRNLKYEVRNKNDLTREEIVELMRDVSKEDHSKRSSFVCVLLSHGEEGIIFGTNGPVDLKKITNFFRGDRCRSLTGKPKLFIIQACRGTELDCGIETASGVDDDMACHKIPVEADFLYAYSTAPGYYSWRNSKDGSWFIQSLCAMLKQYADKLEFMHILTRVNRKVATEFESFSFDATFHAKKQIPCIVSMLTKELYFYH
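Test system: Procaspase-3 D3A mutant, all three cleavage aspartates alanine | Dosing: Single dose, 8.5 µM nominal compound, 0.8% DMSO | Schedule: 1 h preincubation, 2 h reaction | Technique: 405 nm absorbance of p-nitroaniline, reads at 0 and 120 min | Repeats: One well per compound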
LAP4 TOR yeast: modulators of LAP4-GFP expression in yeast, primary screen, S. cerevisiae, multiplex flow cytometry, MLPCN library; 3 h; median GFP as percent of DMSO wells; GFP response vs DMSO, % at 10 µM; 320,000 compounds, 0.34% hits;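 active = GFP response vs DMSO above a set limit, about the screen mean plus 3 SD, cut at about 150% in these data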
MEP2 TOR yeast: modulators of MEP2-GFP levels in yeast, primary screen, S. cerevisiae, multiplex flow cytometry, MLPCN library | S. cerevisiae MEP2-GFP strain, 3 h; 100% = DMSO control level | GFP response vs DMSO, % at 10 µM | 330,000 compounds, 0.51% hits | AID 2016, 2009;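 active = GFP response versus DMSO above a set limit, roughly screen mean plus 3 SD, cut at about 180% in these data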;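 also: median GFP fluorescence of the barcode-gated MEP2-GFP cells per well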
AGP1 TOR yeast: modulators of AGP1-GFP expression in yeast TOR pathway, primary screen, cell-based, multiplex flow cytometry, S. cerevisiae, MLPCN library; GFP response vs DMSO, % at 10 µM; 3 h; GFP as percent of DMSO wells; AID 2066, 2009; 320,000 compounds, 0.02% hits;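 active = GFP response relative to DMSO above a set limit, near screen average plus 3 SD, cut at about 150% in these data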;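 also: median GFP channel fluorescence of the gated AGP1 strain per well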
CIT2-GFP yeast: modulators of CIT2-GFP expression in yeast, primary screen, S. cerevisiae, GFP fusion, multiplex flow cytometry, MLPCN library | S. cerevisiae CIT2-GFP strain, 3 h; 100 means same as DMSO wells | GFP response vs DMSO, % at 10 µM | 320,000 compounds, 0.065% hits;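 active = GFP response relative to DMSO above a set limit, near the screen mean plus 3 SD, cut at about 150% in these data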;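 also: ratio of well median GFP fluorescence to mean of DMSO wells on the plate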
AHR activator: AHR activators, primary screen, cell-based, luminescence, luciferase reporter, human | 320,000 compounds, 2.5% hits | Aryl hydrocarbon receptor (Homo sapiens), P35869 | AHR-responsive luciferase reporter cells | activation, % at 5 µM; in the data active = activation above about 47%;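 also: 0% = vehicle wells and 100% = reference agonist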
proCasp7 act: procaspase-7 activators, primary screen, counter-screen for procaspase-3 activator project, biochemical, absorbance, HTS, human; recombinant procaspase-7, Ac-DEVD-pNA absorbance 405 nm; D23A/D198A/D206A triple mutant, cannot self-cleave; scale: DMSO 0, 5 µM enzyme 100; activation, % at 8.5 µM; 330,000 compounds, 0.093% hits;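 active = percent activation above the screen-wide mean plus 3 SD, cut at about 25% in these data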
Target sequence (P55210 whole entry D23A/D198A/D206A): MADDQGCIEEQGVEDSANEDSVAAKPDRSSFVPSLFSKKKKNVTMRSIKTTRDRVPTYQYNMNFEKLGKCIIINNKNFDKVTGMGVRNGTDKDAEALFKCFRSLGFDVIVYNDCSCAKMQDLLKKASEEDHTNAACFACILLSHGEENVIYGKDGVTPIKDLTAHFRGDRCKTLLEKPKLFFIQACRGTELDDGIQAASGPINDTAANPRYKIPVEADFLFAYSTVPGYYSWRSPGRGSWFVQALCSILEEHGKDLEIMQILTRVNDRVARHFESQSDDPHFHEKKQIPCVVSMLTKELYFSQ
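Assay system: Uncleavable procaspase-7 mutant enzyme / Input: 2 µM procaspase-7 mutant as dispensed / Dosing: single nominal 8.5 µM compound dose, 0.8% DMSO final / Timing: 1 h enzyme–compound preincubation and 2 h substrate reaction, both 25 °C / Detection: p-Nitroaniline absorbance at 405 nm, read at 0 and 120 min / Replication: singlicate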
RPL19A-GFP yeast: RPL19A-GFP expression modulators in yeast, primary screen, cell-based, S. cerevisiae, multiplex flow cytometry, MLPCN. AID 2025, 2009. percent response vs DMSO, % at 10 µM. S. cerevisiae RPL19A-GFP strain, 3 h; active compounds read low. 330,000 compounds, 0.3% hits;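 active = percent response vs DMSO below 50%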;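 also: median channel GFP fluorescence of the barcoded RPL19A-GFP strain; ratio of sample median GFP to plate DMSO average so 100% = DMSO; lower means less RPL19A-GFP as with rapamycin TOR inhibition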
The depositor's hits bear a star; . = no result given.

SMILES	proCasp3 act	LAP4 TOR yeast	MEP2 TOR yeast	AGP1 TOR yeast	CIT2-GFP yeast	AHR activator	proCasp7 act	RPL19A-GFP yeast
CCCCCNC(=O)Cn1c(=O)c2c(ncn2CC(C)C)n(Cc2ccccc2)c1=O	3.3	95.3	104.4	100.6	107.1	-0.6	-0.9	104.6
O=C(/C=C\c1ccccc1OC(=O)c1ccccc1F)c1cc2ccccc2o1	-2.7	97.7	92.8	94.8	96.4	59.0*	-4.1	97.6
C/C(=N\NC(=O)c1c(Cl)c(C)nn1C)c1cccc(NC(=O)C2CCCC2)c1	7.7	105.1	99.9	100.2	96.5	1.7	6.1	100.7
O=C1OCc2cc(NC(=O)C3CCCO3)ccc21 (configuration not stated)	-0.5	96.3	105.1	100.7	104.3	4.5	14.2	103.9
CCNc1nc(NC(C)C)nc(Oc2ccc(/C=N/O)cc2)n1	-2.2	86.0	96.0	90.1	89.4	0.6	8.3	93.0
CC1CCCN(c2c([N+](=O)[O-])c(=O)oc3ccccc23)C1 (configuration not stated)	9.9	101.4	109.3	97.5	99.5	1.5	3.8	100.1
CN(C)S(=O)(=O)c1ccc(NC(=O)c2ccc3ncsc3c2)cc1	4.2	107.6	100.5	107.4	102.3	-2.4	7.7	102.7
Cc1nc(N2CCC(C)CC2)c2c(C)c(C(=O)Nc3ccc4c(c3)OCCO4)sc2n1	6.1	90.2	102.1	95.0	92.6	0.2	-0.2	94.5
CC1=C(C(N)=O)C(c2cccs2)NC(=O)N1 (configuration not stated)	5.1	109.8	103.1	103.6	104.4	1.5	8.1	100.3
COc1cccc(CNC(=O)C2CCCN2S(=O)(=O)c2ccc3c(c2)C(C)(C)C(=O)N3C)c1 (configuration not stated)	8.2	101.5	102.8	105.3	103.2	-1.1	6.4	102.6
COc1cc(CN2CCc3ccccc3C2)cc([N+](=O)[O-])c1O	-16.5	80.8	107.5	101.5	111.2	-1.3	-15.4	105.5
CC(C)CCNC(=O)c1onc(CSc2ccccc2)c1C(=O)NCCC(C)C	6.2	125.7	94.2	84.8	84.8	0.9	-6.1	96.6
CC(C)OCCCN1C(=O)c2ccccc2C1C(=O)NC1CCCCC1 (configuration not stated)	9.0	102.6	105.4	106.9	114.8	-2.2	-5.8	.
COc1ccc(NC(=O)CSc2nc3c(sc4ccccc43)c(=O)n2CCCN2CCCC2)cc1	1.5	96.2	97.7	96.8	100.8	4.6	-3.1	94.5
COc1ccc(N2CCN(C(=O)CCC(=O)N3CC(C)Oc4ccc(C)cc43)CC2)cc1 (configuration not stated)	0.1	102.4	100.6	99.2	97.8	1.7	0.9	99.6
O=C(CNc1ccccc1)N/N=C/c1ccc2c(c1)OCCO2	-7.9	96.9	104.7	98.3	94.9	9.3	-6.2	102.5
NS(=O)(=O)c1ccc(CCNC(=S)Nc2ccc(F)cc2)cc1	2.9	96.7	99.6	106.7	110.8	0.1	1.8	99.3
Cc1ccc(C(C(=O)NCc2ccccc2)N(Cc2cccs2)C(=O)c2ccc3c(c2)OCCO3)cc1 (configuration not stated)	-1.1	95.7	110.2	100.7	110.9	0.6	-5.7	99.6
Cc1ccc(SCCC(=O)NC(C)C)cc1	-7.2	102.5	107.6	103.5	96.2	0.3	1.7	101.0
COc1ccccc1C(O)(C(=O)NNc1cccc(C)c1)c1ccccc1OC	0.8	90.5	101.0	95.7	104.3	2.6	-4.0	102.0
Cn1ncc(Cl)c1C(=O)NNC(=O)Nc1cccc2ccccc12	.	71.4	101.9	96.0	92.3	.	.	109.7
CCN(CC)C(=O)C1CCCN(C(=O)Nc2ccccc2)C1 (configuration not stated)	6.4	96.2	96.4	97.8	99.9	0.7	3.4	99.7
CCOC(=O)C1(Cc2ccccc2Cl)CCN(C(=O)c2cnccn2)CC1	0.0	91.7	104.5	101.3	90.8	3.5	7.5	99.2
Cc1cccn2cc(-c3ccc4c(c3)NC(=O)CO4)nc12	2.9	109.8	105.6	110.3	101.3	-6.4	11.1	101.1
CC1CCCN(C(=O)c2cc(S(=O)(=O)N3CCCCC3)c[nH]2)C1 (configuration not stated)	8.1	108.2	107.9	108.1	103.2	0.4	2.7	104.5
CN(C)c1ccc(CCc2ccc(N)cc2)cc1	5.2	95.8	91.3	90.6	76.7	-8.4	5.3	87.0
Cc1ncc(CN2CCC(N3CCC(C(=O)N4CCCC4)CC3)CC2)s1	-2.5	101.4	108.0	101.3	94.7	3.2	0.6	100.3
COc1ccc(C2CC(=O)N3C(=C2C#N)SCC3(O)c2ccccc2)cc1 (configuration not stated)	-10.2	100.1	99.4	102.2	96.5	2.7	-10.9	101.3
CCCCSc1nnc([C@H](C)NC(=O)OC(C)(C)C)o1	4.0	103.2	106.3	107.1	107.7	-0.7	1.9	99.7
O=C(O)/C=C/C(=O)N1CCc2ccccc21	-4.2	94.4	96.6	98.2	88.3	6.9	3.2	97.3
Cc1cc2cc(OCC(=O)O)ccc2n1C	-17.6	107.1	104.3	98.6	95.1	0.7	1.9	98.8
CC1CN(c2ccc([N+](=O)[O-])nc2)CC(C)O1 (configuration not stated)	10.1	112.7	96.0	101.0	93.7	0.1	-1.5	100.0
Fc1ccc(-c2csc(-c3ccccn3)n2)cc1F	-9.1	80.9	86.9	85.3	84.9	8.0	3.4	94.4
N#Cc1cc([N+](=O)[O-])ccc1Oc1cccc(/C=N/NC(=O)c2cccc(Cl)c2)c1	10.2	104.4	100.2	97.9	94.5	-1.7	-5.7	96.4
O=C(c1cccc(F)c1)N1CCCC(C(=O)N2CCCCC2)C1 (configuration not stated)	-5.3	98.4	99.8	103.6	106.1	-0.5	-8.0	99.4
O=C(CSCc1ccc(Cl)cc1)Nc1cccc(C(=O)O)c1	7.0	90.0	95.8	92.0	99.1	1.8	1.4	92.7
CCOC(=O)C1CCCN(C(=O)CCNS(=O)(=O)c2ccc3c(c2)CCC(=O)N3)C1 (configuration not stated)	9.1	99.4	99.2	100.9	95.5	-0.7	11.7	95.4
Cc1ccc2c(c1)C1CN(C)CCC1N2S(=O)(=O)c1ccccc1F (configuration not stated)	2.5	104.7	103.4	103.3	104.8	0.6	-7.2	96.6
Cc1cc(NC(=O)c2noc3c2CCc2ccccc2-3)n(-c2ccccc2)n1	9.2	111.7	102.1	98.0	98.7	1.7	7.2	94.8
CCOCCCN(C)C1CCN(C(=O)c2oc3ccccc3c2NC(=O)Cc2cccc([N+](=O)[O-])c2)CC1	5.8	110.3	101.9	110.4	105.6	-1.4	-8.7	105.8

Pulled by compound from above:
SMILES	proCasp3 act	LAP4 TOR yeast	MEP2 TOR yeast	AGP1 TOR yeast	CIT2-GFP yeast	AHR activator	proCasp7 act	RPL19A-GFP yeast
Fc1ccc(-c2csc(-c3ccccn3)n2)cc1F	-9.1	80.9	86.9	85.3	84.9	8.0	3.4	94.4
O=C(c1cccc(F)c1)N1CCCC(C(=O)N2CCCCC2)C1 (configuration not stated)	-5.3	98.4	99.8	103.6	106.1	-0.5	-8.0	99.4
CCOCCCN(C)C1CCN(C(=O)c2oc3ccccc3c2NC(=O)Cc2cccc([N+](=O)[O-])c2)CC1	5.8	110.3	101.9	110.4	105.6	-1.4	-8.7	105.8
O=C(CSCc1ccc(Cl)cc1)Nc1cccc(C(=O)O)c1	7.0	90.0	95.8	92.0	99.1	1.8	1.4	92.7

(cont.)
SMILES	proCasp3 act	LAP4 TOR yeast	MEP2 TOR yeast	AGP1 TOR yeast	CIT2-GFP yeast	AHR activator	proCasp7 act	RPL19A-GFP yeast
CCOc1ccc(N(C(=O)C2CCCO2)C2C=CS(=O)(=O)C2)cc1 (configuration not stated)	-2.8	99.4	94.8	103.3	95.4	1.0	-6.8	97.8
C[C@H](CO)N1C[C@H](C)[C@@H](CN(C)Cc2ccncc2)Oc2c(cccc2N(C)C)C1=O	1.5	101.7	103.9	107.1	102.8	0.5	4.8	101.5
N#Cc1ccc(CSc2nnc(NC(=O)c3ccc4ncsc4c3)s2)cc1	-7.3	94.3	96.8	94.2	101.6	3.2	-7.8	95.2
Cc1ccc(S(=O)(=O)N2CCOCC2)cc1C(=O)NC(C)CCc1ccccc1 (configuration not stated)	-1.9	98.8	98.5	101.2	106.9	-0.3	-2.0	98.9
Cc1nnc(SCC(=O)NN2C(=O)NC3(CCCCC3)C2=O)s1	5.5	102.2	105.6	101.3	99.8	1.4	10.5	106.1
CCOC(=O)C1(Cc2ccccc2)CCCN(Cc2ccc(OCCO)cc2)C1 (configuration not stated)	-3.3	104.5	90.0	96.4	92.5	1.0	4.8	97.7
CCOC(=O)C1=C(CN2CC(C)CC(C)C2)NC(=O)NC1c1ccc2c(c1)OCO2 (configuration not stated)	2.5	99.5	108.6	108.8	124.2	4.7	-5.9	108.4
COc1ccc(CCNC(=O)c2nnn(CC(=O)Nc3cccc(F)c3)c2N)cc1OC	-1.4	95.2	110.1	104.0	110.2	12.9	5.0	106.7
COCCN(C(=O)CSc1nnc(-c2cccc(C)c2)n1C)c1c(N)n(Cc2ccccc2)c(=O)[nH]c1=O	-4.3	87.6	100.6	94.3	98.6	-2.7	-0.7	102.1
CCc1ccccc1N1CC(C(=O)Nc2nccs2)CC1=O (configuration not stated)	5.6	85.8	97.5	91.7	90.5	-1.3	4.3	98.3
CS(=O)(=O)N(CC(=O)N1CCN(C(c2ccccc2)c2ccccc2)CC1)C1CCCCC1	3.2	90.3	94.7	96.3	104.0	-2.5	4.4	96.8
Cc1ccc2nc(SCC(=O)N3CCC(Cc4ccccc4)CC3)nc(=O)n2c1	4.8	102.2	101.9	90.9	92.2	-1.8	8.1	92.3
COc1ccc(NC(=S)N(CCN(C)C)C(C)c2ccncc2)cc1Cl (configuration not stated)	-9.0	97.1	98.2	98.2	101.9	-7.4	-11.3	92.6
C=CCn1c(SCc2nc3sc(C(=O)O)c(C)c3c(=O)[nH]2)nnc1-c1ccccc1	-5.4	96.0	105.1	107.9	107.2	1.4	2.1	104.3
CN1CCN(CCC(=O)Nc2cccc(Br)c2)CC1	-4.4	99.1	82.2	110.8	104.1	1.0	-4.7	90.6
COc1ccc2c(c1)C(NC(=O)C(F)(F)F)CC2=O (configuration not stated)	7.4	96.3	104.8	97.3	104.0	-1.0	6.7	99.9
CCN(CC)S(=O)(=O)c1cc(OC)c(Cl)cc1OC	3.9	104.8	108.1	104.1	101.9	-0.8	7.8	98.5
COc1ccc(C(=O)O)cc1NCc1ccc(C)s1	-1.9	123.0	99.5	84.3	79.8	3.0	-2.5	99.1
COCCNC(=O)CN(C(=O)CCC(=O)Nc1ccccn1)c1cc(C)ccc1C	7.3	90.2	102.9	100.0	105.2	-0.4	6.0	99.7
CCn1c(=O)cc(OCC(=O)N2CCN(c3ccc(F)cc3)CC2)c2ccccc21	-3.8	103.7	94.9	96.8	91.6	54.0*	16.4	99.6
Cc1oc(-c2ccccc2)nc1CSc1nc2c(c(=O)[nH]1)CCC2	8.6	101.0	100.3	98.2	99.8	1.5	14.1	97.4

Compound activity deposited in PubChem BioAssay by several laboratories.
